Source: PubChem BioAssay
Mtb BioA inh: inhibitors of Mycobacterium tuberculosis BioA enzyme; 360,000 compounds, 0.096% hits; inhibition, % at 9.99 µM; purified M. tuberculosis BioA enzyme, plate reader; AID 602481; in the data active = inhibition above about 40%
Active calls of the source: *; & = joins results of further samples. An excerpt, so the mix of outcomes need not match the whole.

canonical_smiles	Mtb BioA inh
Cc1ccc(-c2ccc3c(c2)O[C@H](CN(C)C(=O)Nc2ccc(C(F)(F)F)cc2)[C@@H](C)CN([C@@H](C)CO)S3(=O)=O)cc1	-1.6
CC(=O)N(C)C[C@@H]1Oc2ncc(-c3ccc(F)cc3)cc2C(=O)N([C@@H](C)CO)C[C@H]1C	-2.9
C[C@@H]1CN([C@H](C)CO)S(=O)(=O)c2ccc(-c3ccc(C(=O)N(C)C)cc3)cc2O[C@@H]1CN(C)C(=O)C1CCCCC1	2.0
CN1CCN(C(=O)C[C@@H]2CC[C@H]3[C@@H](COC[C@@H](O)CN3Cc3cccc(F)c3)O2)CC1	0.2
CCC(=O)N1[C@@H](CO)[C@@H](c2ccc(-c3cccnc3)cc2)[C@@H]1CN(CC)C(C)=O	0.3
C[C@H](CO)N1C[C@H](C)[C@@H](CN(C)S(C)(=O)=O)Oc2cc(Br)ccc2S1(=O)=O	-0.4&2.4
C[C@@H]1CN([C@H](C)CO)C(=O)c2cc(NC(=O)Nc3ccccc3)ccc2O[C@@H]1CN(C)S(=O)(=O)c1ccc(F)cc1	-1.9
CO[C@H]1CN(C)C(=O)c2ccc(NC(=O)NC(C)C)cc2OC[C@H](C)N(Cc2ccccn2)C[C@H]1C	-1.1
C[C@@H]1CN([C@H](C)CO)C(=O)Cc2cc(NC(=O)C3CCCCC3)ccc2O[C@H]1CN(C)Cc1ccc(C(=O)O)cc1	1.2
Cc1noc(C)c1NC(=O)N(C)C[C@H]1Oc2cc(C#CCN(C)C)ccc2S(=O)(=O)N([C@@H](C)CO)C[C@@H]1C	-1.3
Cc1noc(C)c1NC(=O)Nc1ccc2c(c1)C(=O)N([C@H](C)CO)C[C@@H](C)[C@H](CN(C)Cc1ccc(Oc3ccccc3)cc1)O2	0.6
CC=Cc1ccc2n(c1=O)C[C@H]1[C@H](CO)[C@@H](C(=O)NCCC)N(CC3CCOCC3)[C@@H]21 (mixture of isomers)	-0.2

Some of the entries so far, as labelled records.
Compound: CN1CCN(C(=O)C[C@@H]2CC[C@H]3[C@@H](COC[C@@H](O)CN3Cc3cccc(F)c3)O2)CC1
  Mtb BioA inh = 0.2

Compound: CCC(=O)N1[C@@H](CO)[C@@H](c2ccc(-c3cccnc3)cc2)[C@@H]1CN(CC)C(C)=O
  Mtb BioA inh = 0.3

Compound: C[C@H](CO)N1C[C@H](C)[C@@H](CN(C)S(C)(=O)=O)Oc2cc(Br)ccc2S1(=O)=O
  Mtb BioA inh = -0.4&2.4

Compound: C[C@@H]1CN([C@H](C)CO)C(=O)c2cc(NC(=O)Nc3ccccc3)ccc2O[C@@H]1CN(C)S(=O)(=O)c1ccc(F)cc1
  Mtb BioA inh = -1.9

The list goes on.
canonical_smiles	Mtb BioA inh
CCCC#Cc1cnc2c(c1)C(=O)N([C@H](C)CO)C[C@@H](C)[C@H](CN(C)C(=O)Nc1c(C)noc1C)O2	-0.2
COc1ccc(NC(=O)Nc2ccc3c(c2)C(=O)N([C@H](C)CO)C[C@H](C)[C@H](CN(C)C(=O)NC2CCCCC2)OCCCC[C@@H](C)O3)cc1	-1.3
CO[C@@H]1CN(C)C(=O)c2cc(NC(=O)C3CC3)ccc2OC[C@@H](C)N(C(=O)c2cnccn2)C[C@H]1C	2.7
CC(C)(O)C#Cc1ccc([C@H]2[C@@H](CO)N3CCCCN(C(=O)c4ccncc4)C[C@H]23)cc1	2.0
O=C(c1cccc(F)c1)N1CC[C@@H]2[C@H]1c1cc(-c3cccc(F)c3)ccc1N[C@@H]2CO	73*
C[C@H]1CN([C@@H](C)CO)C(=O)c2cccc(NC(=O)c3nc4ccccc4s3)c2O[C@@H]1CN(C)C(=O)Nc1ccccc1	3.1
C[C@@H]1CN([C@H](C)CO)C(=O)c2cc(NC(=O)Nc3ccc(C(F)(F)F)cc3)ccc2O[C@@H](C)CCCCO[C@@H]1CN(C)Cc1ccc(Cl)c(Cl)c1	-3.8
CCN(C[C@H]1[C@H](c2ccc(-c3ccccc3)cc2)[C@H](CO)N1CC1CC1)C(C)=O	5.1
CC(C)NC(=O)N(C)C[C@@H]1Oc2ccc(NS(=O)(=O)c3ccc(F)cc3)cc2C(=O)N([C@H](C)CO)C[C@H]1C	-2.9
Cn1cnc(S(=O)(=O)N[C@H]2C=C[C@@H](CC(=O)NCC3CC3)O[C@H]2CO)c1	-4.6
CCC(=O)N1[C@H](CN(C)C(=O)c2cccc(F)c2)[C@@H](c2ccccc2)[C@@H]1CO	2.0
CN1CCN(C(=O)C[C@H]2CC[C@H]3[C@@H](COC[C@@H](O)CN3Cc3cccc(-c4ccncc4)c3)O2)CC1	-1.3
COc1cccc(-c2ccc3c(c2)[C@H]2[C@H](CCN2C(=O)c2cccc(F)c2)[C@H](CO)N3)c1	6.1
COc1cccc(C#Cc2cnc3c(c2)C(=O)N([C@@H](C)CO)C[C@H](C)[C@@H](CN(C)C)O3)c1	-4.0
C[C@@H]1CN([C@H](C)CO)S(=O)(=O)c2ccc(C#CC(C)(C)O)cc2O[C@@H]1CN(C)C	-2.1
O=C(C[C@H]1C[C@H]2c3cc(NC(=O)NC4CCCC4)ccc3O[C@H]2[C@@H](CO)O1)NCCN1CCCCC1	0.0
C[C@H]1CN([C@@H](C)CO)C(=O)c2cc(NS(=O)(=O)c3cccs3)ccc2O[C@H]1CN(C)Cc1ccc2c(c1)OCO2	5.4
C[C@@H]1CN([C@H](C)CO)C(=O)Cc2cc(NC(=O)CCCCCC(=O)Nc3ccccc3N)ccc2O[C@@H]1CN(C)S(=O)(=O)c1cn(C)cn1	0.8
C[C@H]1CN([C@@H](C)CO)C(=O)c2cccc(NC(=O)Nc3ccccc3)c2O[C@@H]1CN(C)CC1CC1	-0.3
CCCNC(=O)C[C@H]1CC[C@@H]2[C@H](COC[C@H](O)CN2C(=O)c2cccnc2)O1	-0.8
COc1ccc(-c2ccc3c(c2)[C@H]2[C@H](CCN2C(=O)Nc2ccccc2OC)[C@H](CO)N3C)cc1	-0.5
C[C@@H]1CN([C@@H](C)CO)C(=O)c2cc(C#Cc3ccccc3F)cnc2O[C@@H]1CN(C)C(=O)Cc1ccncc1	-2.4
C[C@@H]1CCCCO[C@H](CN(C)Cc2ccc(C(F)(F)F)cc2)[C@@H](C)CN([C@@H](C)CO)C(=O)c2cc(NS(=O)(=O)c3ccccc3)ccc2O1	1.4
COC(=O)C[C@@H]1CC[C@@H]2[C@H](COC[C@@H](O)CN2S(=O)(=O)c2ccc(F)cc2)O1	-0.2
CCCC#Cc1ccc2c(c1)O[C@@H](CN(C)C(=O)c1ccncc1)[C@H](C)CN([C@H](C)CO)S2(=O)=O	1.4
C[C@@H]1CCCCO[C@H](CN(C)C(=O)Nc2ccc(F)cc2)[C@@H](C)CN([C@H](C)CO)C(=O)c2cc(NS(=O)(=O)c3ccc(F)cc3)ccc2O1	0.2
C[C@@H]1CN([C@H](C)CO)C(=O)c2cc(Br)cnc2O[C@H]1CN(C)Cc1ccc2c(c1)OCO2	13
C[C@H]1CCCCO[C@H](CN(C)Cc2ccc(C(F)(F)F)cc2)[C@@H](C)CN([C@@H](C)CO)C(=O)c2cc(NS(=O)(=O)c3ccccc3)ccc2O1	1.2
C[C@H](CO)N1C[C@H](C)[C@H](CN(C)S(=O)(=O)c2ccc(F)cc2)Oc2ccc(NS(C)(=O)=O)cc2C1=O	-1.9
C[C@@H]1CN([C@@H](C)CO)S(=O)(=O)c2ccc(C#CC(C)(C)O)cc2O[C@H]1CN(C)C(=O)C1CCC1	-3.1
C[C@@H]1CCCCO[C@@H](CN(C)C(=O)Nc2ccc3c(c2)OCO3)[C@H](C)CN([C@H](C)CO)C(=O)c2cc(NS(=O)(=O)c3cn(C)cn3)ccc2O1	-2.7
Cc1noc(C)c1NC(=O)Nc1ccc2c(c1)CC(=O)N([C@@H](C)CO)C[C@H](C)[C@H](CN(C)S(=O)(=O)c1c(C)noc1C)O2	1.5
C[C@H](CO)N1C[C@H](C)[C@H](CN(C)S(=O)(=O)c2ccc(F)cc2)Oc2ncc(-c3cc4ccccc4o3)cc2C1=O	-0.5
Cc1noc(C)c1NC(=O)N(C)C[C@@H]1Oc2ccc(NS(=O)(=O)c3cccs3)cc2CC(=O)N([C@@H](C)CO)C[C@H]1C	0.8
CO[C@@H]1CN(C)C(=O)c2cc(NC(=O)C3CC3)ccc2OC[C@@H](C)N(C(=O)c2cccnc2)C[C@@H]1C	-3.9
C[C@H]1CN([C@@H](C)CO)C(=O)c2cc(NS(=O)(=O)c3cccs3)ccc2O[C@@H]1CN(C)Cc1ccc(-c2ccccc2)cc1	-0.8
COc1cccc(-c2cnc3c(c2)C(=O)N([C@H](C)CO)C[C@H](C)[C@H](CN(C)C(C)=O)O3)c1	0.3
COc1cccc(C(=O)Nc2ccc3c(c2)C(=O)N(C)C[C@H](OC)[C@@H](C)CN(CCc2ccccc2)[C@@H](C)CO3)c1	-0.6
COCCNC(=O)C[C@@H]1CC[C@@H]2[C@H](COc3ccc(NC(=O)c4cnccn4)cc3C(=O)N2C)O1	16
C[C@H](CO)N1C[C@H](C)[C@H](CN(C)S(=O)(=O)c2cccc(F)c2)Oc2ncc(C#CC(C)(C)O)cc2C1=O	-0.2
C[C@H]1CN([C@@H](C)CO)C(=O)c2ccccc2-c2ccccc2CO[C@H]1CN(C)S(=O)(=O)c1ccc(Cl)cc1	1.5
C[C@@H]1CCCCO[C@H](CN(C)S(=O)(=O)c2cn(C)cn2)[C@@H](C)CN([C@@H](C)CO)C(=O)c2cc(NS(C)(=O)=O)ccc2O1	-6.9
C[C@@H]1CCCCO[C@@H](CN(C)C(=O)NC2CCCCC2)[C@@H](C)CN([C@@H](C)CO)C(=O)c2cc(NC(=O)Nc3ccc4c(c3)OCO4)ccc2O1	0.7
C[C@H](CO)N1C[C@H](C)[C@H](CN(C)S(=O)(=O)c2cccc(F)c2)Oc2ncc(Br)cc2C1=O	2.4&4.1
Cc1ccc(-c2cnc3c(c2)C(=O)N([C@@H](C)CO)C[C@@H](C)[C@@H](CN(C)C(=O)c2ccncc2)O3)cc1	-0.4
C[C@H]1CN([C@@H](C)CO)C(=O)Cc2cc(NC(=O)Nc3ccc4c(c3)OCO4)ccc2O[C@H]1CN(C)S(C)(=O)=O	-0.3
C[C@H]1CCCCO[C@H](CN(C)S(=O)(=O)c2cn(C)cn2)[C@@H](C)CN([C@@H](C)CO)C(=O)c2cc(NS(C)(=O)=O)ccc2O1	-2.9
C[C@H](CO)N1C[C@H](C)[C@@H](CN(C)Cc2ccc(-c3ccccc3)cc2)Oc2ccc(NS(=O)(=O)c3ccccc3)cc2CC1=O	-1.0
Cc1ccc(S(=O)(=O)Nc2ccc3c(c2)C(=O)N([C@@H](C)CO)C[C@H](C)[C@@H](CN(C)Cc2ccc(Cl)c(Cl)c2)OCCCC[C@@H](C)O3)cc1	-1.6
Cc1ccc(S(=O)(=O)N(C)C[C@H]2Oc3c(NC(=O)C4CCCCC4)cccc3C(=O)N([C@H](C)CO)C[C@H]2C)cc1	-1.9
C[C@@H]1CN([C@H](C)CO)C(=O)c2cc(-c3cncnc3)cnc2O[C@@H]1CN(C)C(=O)c1ccccc1F	-4.1
C[C@H](CO)N1C[C@H](C)[C@@H](CN(C)C(=O)Cc2cccnc2)Oc2cc(C3=CCCCC3)ccc2S1(=O)=O	9.2
CC(=O)Nc1ccc2c(c1)C(=O)N(C)[C@@H]1CC[C@@H](CC(=O)N3CCc4ccccc4C3)O[C@H]1CO2	1.7
CNC[C@@H]1OCCCC[C@H](C)Oc2ccc(NC(=O)Nc3ccccc3)cc2C(=O)N([C@H](C)CO)C[C@H]1C	-1.2
C[C@@H]1CN([C@H](C)CO)C(=O)Cc2cc(NS(C)(=O)=O)ccc2O[C@H]1CN(C)Cc1ccc(-c2ccccc2)cc1	2.7
O=C(Cc1ccccn1)N1CCCCN2[C@@H](CO)[C@@H](c3ccc(Br)cc3)[C@@H]2C1	0.7
Cc1ccc(S(=O)(=O)N(C)C[C@H]2Oc3ccc(NC(=O)C4CC4)cc3C(=O)N([C@H](C)CO)C[C@H]2C)cc1	-0.6
C[C@H](CO)N1C[C@H](C)[C@@H](CN(C)Cc2ccc(Oc3ccccc3)cc2)Oc2ccc(NC(=O)C3CCCCC3)cc2CC1=O	0.6
C[C@H]1CN([C@@H](C)CO)C(=O)c2cc(-c3ccccc3)cnc2O[C@@H]1CN(C)C(=O)Nc1ccccc1F	2.2
C[C@H]1CN([C@@H](C)CO)C(=O)c2cc(NC(=O)Nc3ccc4c(c3)OCO4)ccc2O[C@@H]1CN(C)Cc1ccc(C(=O)O)cc1	-1.3

Exported field by field: 2 of the compounds above.
Cc1ccc(-c2cnc3c(c2)C(=O)N([C@@H](C)CO)C[C@@H](C)[C@@H](CN(C)C(=O)c2ccncc2)O3)cc1
  Mtb BioA inh: -0.4
C[C@H]1CN([C@@H](C)CO)C(=O)Cc2cc(NC(=O)Nc3ccc4c(c3)OCO4)ccc2O[C@H]1CN(C)S(C)(=O)=O
  Mtb BioA inh: -0.3

More structures follow.
canonical_smiles	Mtb BioA inh
CN(C)C(=O)c1cccc(-c2ccc3c(c2)[C@H]2[C@H](CCN2Cc2ccccc2F)[C@H](CO)N3)c1	24
C[C@H](CO)N1C[C@H](C)[C@@H](CN(C)Cc2ccc(C(=O)O)cc2)Oc2ccc(NS(=O)(=O)c3ccccc3)cc2C1=O	-0.7
C[C@@H]1CN([C@@H](C)CO)C(=O)Cc2cc(NC(=O)C3CC3)ccc2O[C@H]1CN(C)Cc1ccc(Oc2ccccc2)cc1	0.7
O=C(Nc1ccccc1F)N1C[C@H]2[C@@H](c3ccccc31)[C@@H](CO)N2C(=O)C1CC1	1.5
